CAL PDZ FP: untagged CAL PDZ binding inhibitors, primary screen, biochemical, fluorescence polarization, HTS; Golgi-associated PDZ and coiled-coil motif-containing protein (Homo sapiens), Q9HD26; purified CAL PDZ, TMR-peptide fluorescence polarization, 1 h; inhibition, % at 24.9 µM; 300,000 compounds, 0.92% hits;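 active = mean inhibition of at least 30% with at least half of replicates also reaching 30%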;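 note: 0% = DMSO neutral control and 100% = excess unlabeled competitor peptide PRC23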
MOR-DOR ag: agonists of OPRM1-OPRD1 heterodimerization, primary screen, cell-based, luminescence; activation, % at 9.3 µM; 340,000 compounds, 0.3% hits; AID 504326, 2011; cells; Mu-type opioid receptor (Homo sapiens) + Delta-type opioid receptor (Homo sapiens), …; in the data active = activation above about 18%;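 note: 0% = vehicle-treated cells and 100% = reference agonist; values of inactives mirror those of a sister screen read the other way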
RTF Ca sens inh: cardiac RTF calcium sensitivity inhibitors, primary screen, biochemical, IANBD-TnC fluorescence, EC70 calcium | Troponin I, cardiac muscle (Homo sapiens) + Troponin T, cardiac muscle (Homo sapiens) + … | 340,000 compounds, 0.12% hits | inhibition, % at 7.15 µM | IANBD-labeled cardiac RTF, Ca2+ fluorescence;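 active = inhibition above the mean inhibition of all tested compounds plus 3 SD, cut at about 17% in these data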;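 note: assay run at fixed EC70 calcium of 1.6 mM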
C-LANA FP: inhibitors of KSHV C-LANA binding to DNA, primary screen, biochemical, fluorescence polarization, FAM-LBS DNA, MBP-C-LANA, single point. inhibition, % at 9 µM. 340,000 compounds, 0.078% hits. Kaposi's sarcoma herpesvirus LANA C-terminal domain (residues 932-1162) DNA binding. AID 504423, 2011;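 active = highest replicate inhibition at or above 60% at 9 µM, even if other replicates fall short; inactive = all replicates below 60% inhibition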;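 note: 0% = neutral control wells and 100% = 4 µM acridine orange control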
RTF Ca sens act: cardiac RTF calcium sensitivity activators, primary screen, biochemical, IANBD-TnC fluorescence, EC20 calcium | Troponin I, cardiac muscle (Homo sapiens) + Troponin T, cardiac muscle (Homo sapiens) + … | IANBD-labeled TnC RTF fluorescence at EC20 calcium; 0% EC20 calcium, 100% full calcium | activation, % at 7.2 µM | 340,000 compounds, 0.24% hits | AID 493008, 2010;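 active = activation above the mean over all tested compounds plus 3 SD, cut at about 30% in these data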;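 note: rise in fluorescence read as greater calcium sensitivity of cardiac thin filaments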
HTR5A ag: HTR5A agonists in luminescence cell assay, primary screen, counter-screen for OPRM1-OPRD1 heterodimer agonist project, full-deck HTS; 5-hydroxytryptamine receptor 5A (Homo sapiens), P47898; cell-based; activation, % at 9.3 µM; 340,000 compounds, 0.61% hits; AID 504692, 2011; in the data active = activation mostly above about 9.5%, no sharp cut-off; inactive = mostly below about 7.6%;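 note: 0% = cells with vehicle only and 100% = reference agonist; strong numbers were not always called active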
Target sequence (P47898 whole entry, looked up): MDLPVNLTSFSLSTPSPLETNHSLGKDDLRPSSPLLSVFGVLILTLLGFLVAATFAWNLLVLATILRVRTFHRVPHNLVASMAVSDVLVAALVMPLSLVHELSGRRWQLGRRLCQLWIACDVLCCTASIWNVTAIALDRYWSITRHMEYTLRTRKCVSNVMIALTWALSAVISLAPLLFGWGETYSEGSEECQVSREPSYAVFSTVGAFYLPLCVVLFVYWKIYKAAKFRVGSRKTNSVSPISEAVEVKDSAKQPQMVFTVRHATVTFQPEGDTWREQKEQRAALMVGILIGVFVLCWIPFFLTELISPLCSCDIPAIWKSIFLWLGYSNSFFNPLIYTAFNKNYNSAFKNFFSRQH
Keap1 Nrf2 FP: Keap1-Nrf2 protein-protein interaction inhibitors, primary screen, biochemical, fluorescence polarization, single point | Kelch-like ECH-associated protein 1 (Homo sapiens), Q14145 | 340,000 compounds, 0.15% hits | inhibition, % at 9.4 µM | Keap1 Kelch-Nrf2 peptide fluorescence polarization, 1536-well; in the data active = inhibition above about 12%;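 note: human Keap1 Kelch domain with fluorescein labeled Nrf2 9mer peptide probe; 0% = neutral control wells and 100% = peptide positive control; higher means more block of Keap1 binding to Nrf2 peptide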
Target sequence (Q14145 whole entry, looked up, the tested form may be a part): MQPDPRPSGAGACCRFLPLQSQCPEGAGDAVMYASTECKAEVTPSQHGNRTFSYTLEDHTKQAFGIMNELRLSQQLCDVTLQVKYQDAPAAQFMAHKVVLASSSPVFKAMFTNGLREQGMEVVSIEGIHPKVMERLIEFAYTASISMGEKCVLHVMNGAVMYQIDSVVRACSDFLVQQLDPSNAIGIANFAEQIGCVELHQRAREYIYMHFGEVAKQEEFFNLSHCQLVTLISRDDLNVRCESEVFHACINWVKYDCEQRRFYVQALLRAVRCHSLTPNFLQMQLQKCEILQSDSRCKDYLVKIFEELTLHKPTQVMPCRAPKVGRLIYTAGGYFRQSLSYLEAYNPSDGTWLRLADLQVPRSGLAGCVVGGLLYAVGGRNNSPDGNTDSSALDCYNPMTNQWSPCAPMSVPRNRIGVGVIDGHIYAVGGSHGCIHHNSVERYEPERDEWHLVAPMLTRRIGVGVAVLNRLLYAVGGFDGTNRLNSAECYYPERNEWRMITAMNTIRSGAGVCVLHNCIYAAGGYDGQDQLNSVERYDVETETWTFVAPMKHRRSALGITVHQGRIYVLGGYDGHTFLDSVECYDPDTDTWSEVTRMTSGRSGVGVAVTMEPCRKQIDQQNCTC
V-ATPase pHluor: regulators of yeast V-ATPase proton pumping, primary screen, pHLuorin cytosolic pH fluorescence; S. cerevisiae; response, % at 10 µM; 350,000 compounds, 0.37% hits; in the data active = response mostly above about 7.3%, no sharp cut-off; inactive = mostly below about 5.4%; note: actives read high; inactives centre near 0; some compounds called inactive have numbers as strong as hits; reference of the scale not given here
MOR-DOR inv ag: inverse agonists of MOR-DOR heterodimerization, primary screen, cell-based, luminescence; cell-based MOR-DOR heterodimer luminescence, inverse agonism; Mu-type opioid receptor (Homo sapiens) + Delta-type opioid receptor (Homo sapiens), …; 340,000 compounds, 0.21% hits; inhibition, % at 9.3 µM; in the data active = inhibition above about 22%, passing the limit was not always enough;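 note: 0% = cells with DMSO and 100% = wells without cells with DMSO; values of inactives mirror those of a sister screen read the other way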
HTR5A inv ag: HTR5A inverse agonists in luminescence cell assay, primary screen, counter-screen for OPRM1-OPRD1 heterodimer inverse agonist project, full-deck HTS; 5-hydroxytryptamine receptor 5A (Homo sapiens), P47898; HTR5A cell line, inverse agonism; inhibition, % at 9.3 µM; 340,000 compounds, 0.083% hits; in the data active = inhibition mostly above about 23%, no sharp cut-off; inactive = mostly below about 18%;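 note: 0% = cells with DMSO and 100% = no-cell wells with DMSO; some compounds called inactive have numbers as strong as hits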
Active calls of the source: *; i = inactive; nt = not tested or not shown.

No.	SMILES	CAL PDZ FP	MOR-DOR ag	RTF Ca sens inh	C-LANA FP	RTF Ca sens act	HTR5A ag	Keap1 Nrf2 FP	V-ATPase pHluor	MOR-DOR inv ag	HTR5A inv ag
1	O=C(O)Cn1c(SCc2ccccc2)nc2ccccc21	-3	-0.6	-18	-3.4	-6	-4	-2	-1	3	12
2	Cc1ccnc(NC(=O)c2cccs2)c1	-3	-3.0	1	0.1	5	5	-2	-3	17	-20
3	O=C(CNS(=O)(=O)c1ccc(Br)cc1Cl)OCC(=O)N1CCCC1=O	-3	2.5	-8	7.9	-1	1	0	-3	-10	-4
4	O=C(Nc1cccnc1)OC1CCCCC1	-3	2.1	-10	0.8	3	0	6	4	-11	-6
5	Cc1ccc(NC(=O)COC(=O)Cc2ccccc2)cc1S(=O)(=O)N1CCOCC1	0	-4.8	-4	0.1	0	0	0	4	19	0
6	CCOc1ccc(N(C(=O)c2ccccc2Cl)C2=NC(C)(C)CS2)cc1	-4	-0.7	-19	1.0	3	2	-1	-1	3	-5
7	O=C(Cn1nnc2ccccc21)N/N=C/c1ccco1	-2	-4.3	-30	-1.9	2	6	-2	0	21	13
8	CSc1nnc(CNC(=O)c2ccccc2)n1-c1ccc(F)cc1	-2	-1.5	-9	0.4	1	-2	2	0	8	7
9	Cc1cccc(CNS(=O)(=O)c2ccc(-c3ccc(=O)[nH]n3)s2)c1	nt	0.7	0	-0.3	-2	-2	-2	-4	-3	9
10	COc1ccc(NC(=O)NCc2ccncc2)c(OC)c1	nt	-1.8	-4	1.3	-2	-1	-4	-2	9	4
11	CCCCNC(=O)CSc1nccn1Cc1ccccc1	2	1.6	5	-0.8	-2	-3	0	1	-10	7
12	Cc1cccc(C)c1Nc1nnc(SCC(=O)Nc2cc(S(=O)(=O)N3CCCCC3)ccc2Cl)s1	-4	0.7	-2	-1.4	4	0	-6	2	-3	8
13	CN(C)S(=O)(=O)NCC1CCCN(Cc2ccc(-c3ccccc3)cc2)C1 (configuration not stated)	nt	0.7	-1	0.6	-1	-1	2	-1	-3	3
14	Cn1c(NCCO)nc2c1c(=O)n(Cc1ccc(F)cc1)c(=O)n2C	0	-1.2	-8	-3.2	2	1	-8	1	6	-5
15	COc1ccc(/C=C2/Sc3ccc(C(=O)N4CCOCC4)cc3NC2=O)cc1OC	-6	0.2	-20	-0.5	0	-4	0	3	-1	14
16	COC(=O)C1(CCSC)NC(c2ccco2)C2C(=O)N(C)C(=O)C21 (configuration not stated)	-4	-2.1	-6	-0.3	-8	1	-4	-5	13	4
17	Cc1ccc(C(=O)CSc2nnnn2C(C)C)c(C)c1	-5	-1.2	-9	3.3	4	-2	-1	-3	8	3
18	S=c1[nH]nc(-c2ccc(Br)o2)n1Cc1ccccc1	nt	-0.8	2	0.2	7	4	-2	-4	4	6
19	CCN(CC(=O)Nc1ccc2c(c1)OCCO2)C(=O)c1ccc(Cl)cc1Cl	-1	-1.3	-3	0.3	-5	7	-4	-2	7	-10
20	O=C(CCNc1ccc(Cc2ccncc2)cc1)c1cccc([N+](=O)[O-])c1	6	4.9	13	1.8	1	6	-3	3	-25	-17
21	O=C(c1ccco1)n1nc(-c2ccc(Cl)cc2)nc1NCc1ccco1	-5	-2.1	-3	0.2	3	6	-6	1	11	-19
22	Cc1nn(CC(=O)NCc2ccc(Cl)cc2)c(C)c1[N+](=O)[O-]	1	-2.4	-2	1.4	0	2	-1	-2	13	28
23	Cc1cc(Cl)ccc1N1C(=O)CC(SCCC(=O)O)C1=O (configuration not stated)	-6	-0.6	-14	0.6	-2	4	0	2	3	-2
24	CCSc1nc2c(cnn2-c2ccccc2)c(=O)n1N	0	nt	nt	-2.6	nt	nt	1	0	nt	nt
25	N#Cc1cccc(C(=O)Nc2cc(S(=O)(=O)N3CCOCC3)ccc2N2CCCC2)c1	-3	-1.1	-7	2.5	-5	2	1	-5	6	-5
26	c1ccc(N2CC3CCc4ccccc4C3=N2)cc1 (configuration not stated)	nt	2.0	3	0.4	-5	-6	-7	-4	-10	-1
27	CC(=O)Nc1nnc(-c2ccccn2)o1	1	-1.3	3	-0.2	0	-4	-3	0	7	15
28	O=C(NCCN1CCOCC1)C1(C(F)(F)F)C/C(=C\Cc2ccccc2)CCCO1 (configuration not stated)	8	0.7	-24	0.1	-9	2	0	7	-4	-6
29	Clc1ccc(/C=C/c2ncc3ccccn23)cc1	5	-1.2	-11	0.4	5	-3	-2	-4	6	9
30	CC(C)CCN1CC(=O)N2Cc3[nH]c4ccccc4c3C[C@H]2C1=O	-16	-0.5	-8	0.2	1	-1	-5	7	2	3
31	COc1ccc(C2CC(=O)C3=C(C2)NC(C)=C(C#N)C3c2ccc(N(C)C)cc2)cc1 (configuration not stated)	-1	0.4	3	-2.4	3	-5	-15	8	-2	10
32	CCN(CC(=O)Nc1ccc2c(c1)OCCO2)C(=O)c1ccccc1Br	-4	2.6	-4	2.2	2	-1	-5	0	-11	2
33	CC(=O)c1ccc(NC(=O)c2ccc(-n3cncn3)c([N+](=O)[O-])c2)cc1	-2	4.6	-3	1.5	-2	7	-5	5	-25	5
34	CCC(Sc1nccn1C)C(=O)Nc1ccc(Cl)cn1 (configuration not stated)	0	-2.1	-11	0.7	-6	0	-4	-2	12	0
35	CC1CCCN(C(=O)COC(=O)c2ccc(=O)n(Cc3ccccc3)n2)C1 (configuration not stated)	-5	-0.1	4	nt	2	4	nt	-2	1	-10
36	CCN(CC)CC#CCOC(=O)C(O)(c1ccccc1)C1CCCCC1 (configuration not stated)	0	i	0	0.4	4	3	4	-4	i	-17
37	CCOCCCn1c(SCc2ccccc2)nnc1-c1ccncc1	-1	-3.2	-12	0.7	-3	-3	2	6	17	-11
38	CC(=O)CSc1ccc(C(=O)O)cn1	-3	-1.2	-2	-0.4	1	5	-2	-3	6	25
39	CCOC(=O)c1ccc(Oc2coc3cc(O)ccc3c2=O)cc1	0	-2.8	1	0.1	0	-1	-4	4	15	2
40	O=C(CS(=O)(=O)c1ccc(Br)cc1)N1CCOCC1	3	-2.9	0	-1.0	-5	1	-1	1	16	-11
41	Cc1ccc(S(=O)(=O)Nc2ccc(O)c3ccccc23)c(C)c1	-6	3.0	-6	1.3	-3	7	12*	-2	-13	-24
42	C=CCn1c(O)c(C2=c3ccccc3=NC2=O)sc1=Nc1ccc(O)cc1	nt	38*	-8	0.2	-5	-8	-1	6	-195	21
43	N#Cc1ccc(C(=O)Nc2ccc3ccccc3c2)cc1	1	3.4	7	0.6	2	-1	-5	2	-19	3
44	CCOc1ccc(C(=O)NCC(C)CN(C)C)cc1OCC (configuration not stated)	-2	-2.5	-6	0.7	4	1	-4	6	14	18
45	NS(=O)(=O)c1ccc(NC(=O)c2ccc(F)cc2F)c(NC(=O)c2ccc(F)cc2F)c1	-4	-0.1	-2	-0.6	-7	-1	-3	-1	0	1
46	Cc1cc(=O)nc2c3ccccc3n(CC(=O)NCCCN3CCCCC3C)n12 (configuration not stated)	2	-3.1	-7	-1.6	1	2	-3	-2	16	-18
47	COc1ccc(N2CCN(CC(=O)NC(=O)NCc3ccccc3)CC2)cc1	-2	-1.6	-11	-0.3	3	-5	1	9	6	-18
48	Cc1ccc(S(=O)(=O)N2CCN(C(=O)CSc3ccccn3)CC2)c(C)c1	nt	-1.0	1	0.7	-2	0	-3	1	6	-39
49	O=C1CN(C(=O)CSc2ccc(-c3ccc(F)cc3)nn2)c2ccccc2N1	nt	1.4	1	0.1	-3	1	-5	5	-11	-2
50	Cc1cc(=O)oc2cc(NC(=O)CCOc3ccccc3)ccc12	5	4.5	-11	0.8	-5	7	-4	2	-36	-21
51	COc1ccc(CCC(=O)N2CCCC(Nc3ccccc3)C2)cc1OC (configuration not stated)	7	-1.5	-6	-0.1	4	6	-4	-2	8	-21
52	Cc1ccc(CCN2C(=O)CCC2(C)C(=O)NC2CCCC2)cc1 (configuration not stated)	nt	-1.2	-9	3.2	8	0	-3	-2	7	1
53	O=C(NCc1cccc(Cl)c1)C1CCC(=O)N(C2CC2)C1 (configuration not stated)	-5	-0.9	-7	-0.4	-1	-4	1	-3	4	14
54	Cc1coc2cc3oc(=O)c(CC(=O)N[C@@H](CC(C)C)C(=O)O)c(C)c3cc12	-3	-2.5	-5	0.6	2	-3	-3	0	11	11
55	COc1cccc2cc(C(=O)OC(C)C(=O)c3ccc(C)cc3)c(=O)oc12 (configuration not stated)	-5	-1.6	-5	0.4	-4	5	-3	-3	9	-25
56	COc1ccc(S(=O)(=O)NCC2CCCN(Cc3ccccc3Cl)C2)cc1 (configuration not stated)	-5	1.2	2	0.6	-5	-4	-1	2	-6	14
57	Cc1ccc(S(=O)(=O)N2CCCCC2)cc1C(=O)NCCC1=CCCCC1	-2	0.5	-5	nt	-1	7	nt	-1	-3	-18
58	CC1=CC(=O)[C@H]2C(C)(C)CCC[C@]2(C)[C@@]1(O)CO	-1	-2.6	-1	0.9	-9	5	-3	-1	13	1
59	O=C(NCCC(=O)N1CCC2(CC1)NCCc1[nH]cnc12)c1ccc(F)c(F)c1	0	-2.3	4	-0.2	-3	0	2	-2	12	-6
60	COc1cccc(CC2(CO)CCCN(Cc3ccc(OC(F)F)cc3)C2)c1 (configuration not stated)	1	-0.6	0	-0.9	5	1	-5	0	3	-4

The listing continues:
No.	SMILES	CAL PDZ FP	MOR-DOR ag	RTF Ca sens inh	C-LANA FP	RTF Ca sens act	HTR5A ag	Keap1 Nrf2 FP	V-ATPase pHluor	MOR-DOR inv ag	HTR5A inv ag
61	CC[C@@]12C(=O)N(c3ccc(C)cc3)C(=O)N1[C@H](c1ccc(Br)cc1)[C@@H]1C(=O)N(C(C)(C)C)C(=O)[C@@H]12	-2	-0.3	14	-2.2	2	3	-4	5	1	-10
62	COc1cc(C(=O)NCC(=O)N/N=C/c2ccc(OC(=O)c3ccco3)cc2)cc(OC)c1OC	nt	-2.1	-6	0.5	5	22*	-7	2	11	-9
63	O=C(CN1CC(=O)Nc2ccccc21)NCCc1ccc(Cl)cc1Cl	-6	-0.4	3	-0.4	5	5	-5	-2	2	-12
64	COc1ccccc1N1CC(C)(C)C(=O)N(C(=O)c2c(F)cccc2Cl)C1=S	81*	-3.7	-23	-1.2	10	6	-4	-2	19	24
65	COc1ccc(-c2cc3nc(C)cc(C)n3n2)cc1	-13	-2.3	-7	-0.7	4	1	0	1	12	-2
66	COc1cccc(NC(=O)CN(c2cccc(F)c2)S(C)(=O)=O)c1	-4	-1.9	-1	-0.3	-1	3	1	5	11	-9

Screening results deposited in PubChem BioAssay by several laboratories.
